Source: PubChem (National Center for Advancing Translational Sciences (NCATS))
PI4K2A block = PI4K2A (human) kinase inhibition; Q9BTU6; purified PI4K2A, ADP-Glo luminescence, 1 h; active compounds read low; activity change, negative = inhibition, % at 76.9 µM; 420,000 compounds, 0.13% hits; in the data active = activity change below about -50%; inconclusive = mostly about -30% to -49%;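 note: -100% = wells without enzyme as full effect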
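PI4K2A activity was measured by ADP-Glo luminescence: enzyme (4 ug/mL stock) and phosphatidylinositol (1.2 mM stock) in Tris pH 7.5/MgCl2/EGTA/Triton X-100 buffer were reacted with ATP (300 microM stock) for one hour at ambient temperature.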
D2 antag = D2 dopamine receptor (human) antagonism; P14416; HEK293 TREx D2 cells, calcium flux, dopamine EC80; inhibition, % at 10 µM; 340,000 compounds, 2% hits; in the data active = inhibition above about 30%; note: 0% is about no effect
Target sequence (P14416 whole entry, looked up): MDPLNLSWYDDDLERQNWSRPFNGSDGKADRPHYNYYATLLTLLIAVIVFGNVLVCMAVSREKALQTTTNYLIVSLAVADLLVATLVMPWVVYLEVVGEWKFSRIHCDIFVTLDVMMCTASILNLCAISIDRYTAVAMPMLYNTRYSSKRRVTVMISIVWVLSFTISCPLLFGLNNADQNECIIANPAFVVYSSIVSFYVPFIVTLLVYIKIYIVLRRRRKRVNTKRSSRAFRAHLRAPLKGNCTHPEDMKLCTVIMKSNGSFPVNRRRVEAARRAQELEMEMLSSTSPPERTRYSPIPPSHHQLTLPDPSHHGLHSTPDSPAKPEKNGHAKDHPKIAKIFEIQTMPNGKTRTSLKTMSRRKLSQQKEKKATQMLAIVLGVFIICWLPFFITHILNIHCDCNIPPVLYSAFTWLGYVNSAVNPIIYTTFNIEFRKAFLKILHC
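Read-out: kinetic calcium fluorescence (1 cycle/s) in inducible HEK293 T-REx D2 cells after an EC80 dopamine addition that followed 180 s compound preincubation. Loss of the dopamine response indicates antagonism.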
mIDH1 inhibitor = blocks human mutant IDH1 R132H enzyme; IDH1-R132H enzyme, NADPH consumption, diaphorase/resazurin fluorescence; Potency, µM (doses to about 76.6 µM), for the others: at the top dose activity change, negative = inhibition, usual class: inhibitors; 390,000 compounds, 0.093% hits; AID 602179; note: potency is the fitted concentration of half-maximal effect; % is set by controls: 0 for no effect and ±100 for the full control effect; nearly all actives have a fitted effect of over 65% in size
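IDH1-R132H (0.5 ug/mL) preincubated 30 min with compound, then NADPH (0.016 mM) and alpha-KG (2 mM) added; 80 min at RT, pH 7.5. Remaining NADPH coupled via diaphorase/resazurin to fluorescence (540/590 nm); concentration-response curves normalized to no-enzyme control.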
TRHR agonist = activates the human TRH receptor. TRHR cells, calcium flux fluo-8, FDSS agonist mode. activation, % at 2 µM. 360,000 compounds, 0.18% hits; in the data active = activation above about 30%; note: 0% is about no effect
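Read-out: compound-evoked intracellular calcium rise in TRHR cells, fluo-8 dye, kinetic FDSS fluorescence at 1 s/cycle following a 10-cycle baseline. Cells cultured overnight before dye loading (30 min–1.5 h, RT).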
rTrxR1 inhibitor = blocks rat thioredoxin reductase 1; O89049; recombinant rTrxR1, NADPH fluorescence consumption, selenite substrate; Potency, µM (highest dose often 114 µM), without a hit: at the highest dose activity change, negative = inhibition, most hits filed as inhibitors; 390,000 compounds, 1% hits; note: potency is the fitted concentration of half-maximal effect; % is set by controls: 0 for no effect and ±100 for the full control effect; nearly all actives have a fitted effect of over 65% in size
Target sequence (O89049 whole entry, looked up): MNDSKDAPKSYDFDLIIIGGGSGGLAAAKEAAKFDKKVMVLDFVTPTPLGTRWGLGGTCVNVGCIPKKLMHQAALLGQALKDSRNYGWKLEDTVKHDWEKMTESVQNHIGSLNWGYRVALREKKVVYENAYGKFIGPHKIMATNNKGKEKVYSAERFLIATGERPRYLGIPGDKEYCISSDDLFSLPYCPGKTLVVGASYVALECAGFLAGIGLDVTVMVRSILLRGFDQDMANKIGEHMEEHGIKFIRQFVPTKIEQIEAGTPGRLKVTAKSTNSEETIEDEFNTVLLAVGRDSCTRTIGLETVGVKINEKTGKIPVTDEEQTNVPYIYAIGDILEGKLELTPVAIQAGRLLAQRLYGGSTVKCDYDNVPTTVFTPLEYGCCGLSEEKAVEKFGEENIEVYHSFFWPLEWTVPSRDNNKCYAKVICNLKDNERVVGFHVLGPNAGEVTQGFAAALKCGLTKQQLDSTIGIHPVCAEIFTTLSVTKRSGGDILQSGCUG
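Rat TrxR1 (90 nM in the dispensed reagent) was pre-reduced with 400 uM NADPH for 5 min at room temperature, then incubated with compound for 15 min. After 400 uM selenite was added, NADPH fluorescence (Ex 340/Em 450 nm) was followed for 8 min.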
D2 agonist = activates the human D2 dopamine receptor. 340,000 compounds, 0.53% hits. HEK293 T-REx D2 cells, calcium flux agonist mode. P14416. activation, % at 2 µM;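 active = activation over 3 SD above normal in the single-dose calcium agonist read, cut at about 30% in these data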; note: 0% is about no effect
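Tetracycline-induced HEK293 Trex cells with D2 receptor force-coupled to calcium signaling, plated overnight at 30 C and loaded with no-wash calcium dye. Calcium flux read kinetically for 180 s after compound addition; responses flag agonists.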
TrxR1 substrate = substrates of rat thioredoxin reductase 1; O89049; purified TrxR1 substrate turnover, NADPH consumption readout; Potency, µM (series often up to 114 µM), inactives show at the top dose activity change, negative = substrate turnover; 390,000 compounds, 0.01% hits; note: potency is the fitted concentration of half-maximal effect; % is set by controls: 0 for no effect and ±100 for the full control effect; nearly all actives have a fitted effect of over 50% in size
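Rat TrxR1, dispensed at 90 nM, was prereduced with 400 uM NADPH (final) for 5 min at ~22 deg C, then incubated with compound 15 min before 400 uM selenite. A first-read NADPH fluorescence drop versus no-compound background flagged substrates.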
USP1-UAF1 inh = USP1/UAF1 (human) deubiquitinase inhibition | O94782 | AID 743255 | Potency, µM (top dose mostly 57.1 µM), for inactives: at the top dose activity change, negative = inhibition, most hits filed as inhibitors | 390,000 compounds, 0.23% hits | recombinant USP1/UAF1, Ub-Rhodamine cleavage fluorescence; note: potency is the fitted concentration of half-maximal effect; % is set by controls: 0 for no effect and ±100 for the full control effect; nearly all actives have a fitted effect of over 60% in size; inactives centre near -12
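1 nM enzyme complex + cpd, 15 min RT; start with Ub-Rho 150nM final; kinetic fluorescence ex 480/em 540, 6 reads q60 s. Buffer 50mM HEPES pH 7.8, 0.5mM EDTA, 0.1 mg/ml BSA, 1mM TCEP, 0.01% Tween-20.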
TRHR PAM = allosterically enhances the human TRH receptor; TRHR cells, fluo-8 calcium fluorescence, EC20 TRH enhancement; enhancement, % at 2 µM; 360,000 compounds, 0.66% hits; in the data active = enhancement above about 30%; note: 0% is about no effect
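Enhancer read-out: after compound pinning and an initial kinetic agonist-mode read, an EC20 of TRH (10 nM final) was injected and fluo-8 calcium signal (Ex 480/Em 530) followed at 1 s/cycle for 100 cycles in TRHR-expressing cells.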
Starred values were filed as active, the others as inactive; ? = inconclusive; / = no result given; & = joins results of further samples; [ ] = another dose, or the depositor's remark. Unless noted, calls come from the whole dose curve; as a rule, active = well fitted inhibition curve with a large enough effect; inconclusive = small, poorly fitted or top-dose-only effect; inactive = no such curve, though single readings can be large or run the other way.

Codes: A = PI4K2A block; B = D2 antag; C = mIDH1 inhibitor; D = TRHR agonist; E = rTrxR1 inhibitor; F = D2 agonist; G = TrxR1 substrate; H = USP1-UAF1 inh; I = TRHR PAM
Cn1c(C(C(=O)NCC2CCCO2)N(C(=O)Cn2nnc3ccccc32)C2CCCCC2)nc2ccccc21 (stereo not given)
  A: 1; B: /; C: -4%; D: 0.7; E: -9%[57.1 µM]; F: /; G: 2%[57.1 µM]; H: -13%; I: -8
Cc1ccc(NS(=O)(=O)c2ccc(C)c(C(=O)N3CCN(C)CC3)c2)cc1
  A: 3; B: -10; C: 4%; D: 0.2; E: 3%[57.1 µM]; F: 0.8; G: 7%[57.1 µM]; H: -6%; I: 9
Cc1ccc(CCNC(=O)CS(=O)Cc2nc(-c3cccc(C)c3)oc2C)cc1 (stereo not given)
  A: -1; B: -15; C: 15%; D: 0.1; E: ?; F: -1.5; G: 6%[57.1 µM]; H: -14%; I: -6
Cc1ccc(C(=O)NC2CCCCNC2=O)cc1 (stereo not given)
  A: -3; B: -13; C: 7%; D: 0.2; E: 28%; F: 0.7; G: 7%; H: -7%; I: 13
CCOc1cccc(-c2c(C(=O)N/N=C/c3ccc(Br)cc3)nnn2-c2nonc2N)c1
  A: -5; B: /; C: -1%; D: 0.8; E: 15%; F: /; G: 1%; H: -28%; I: 18
Cc1ccc(S(=O)(=O)N2CCN(C(=O)CSc3ccc(Cl)cc3)CC2)cc1
  A: 0; B: -2; C: -3%; D: 0.3; E: -5%[57.1 µM]; F: -0.9; G: -7%[57.1 µM]; H: -5%; I: -1
Cc1ccc(SCC(=O)Nc2ccccc2C(=O)N2CCOCC2)cc1
  A: 4; B: 10; C: 3%; D: 0.0; E: -13%; F: 0.6; G: -13%; H: -8%; I: -4
CC1(C)C2CC=C(/C=N/NC(=O)C3CC3)C1C2 (stereo not given)
  A: 0; B: -2; C: -1%; D: 0.4; E: 21%[57.1 µM]; F: 7.0; G: 7%[57.1 µM]; H: -18%; I: 0
CCCCN1C(=O)C(=O)NC[C@@H]1C(C)O (stereo not given in full)
  A: 1; B: -1; C: 2%; D: 0.2; E: 16%[57.1 µM]; F: -0.1; G: 11%[57.1 µM]; H: -21%; I: 11
Cc1ccccc1C(=O)NC(=S)Nc1ccc(S(=O)(=O)N2CCOCC2)cc1
  A: -1; B: -23; C: 5%; D: 1.4; E: ?; F: 1.1; G: 1%[57.1 µM]; H: -8%; I: 6
Cn1c(C(=O)NCCc2ccccc2)cc2cc(S(=O)(=O)N3CCCCC3)ccc21
  A: -1; B: /; C: -11%; D: 0.0; E: 7%[57.1 µM]; F: 0.4; G: 1%[57.1 µM]; H: 6%; I: -4
O=C(CSC1CN(C(c2ccccc2)c2ccccc2)C1)N/N=C/c1ccccc1
  A: 4; B: /; C: 7%; D: -0.5; E: 23%[11.4 µM]; F: /; G: -21%[11.4 µM]; H: -14%; I: -2
CCc1ccc(NC(=O)N2CCCCCC2)cc1
  A: -3; B: -10; C: 5%; D: 0.5; E: 31%[activator]; F: 0.4; G: 6%; H: -19%; I: 18
CC(C)CCNC(=O)c1nn(Cc2ccccc2)c(=O)c2ccccc12
  A: 5; B: 1; C: 10%; D: -0.1; E: 7%; F: 0.1; G: -7%; H: -12%; I: -5
COCCN1Cc2cccc(C(=O)NC(C)CCc3ccco3)c2C1=O (stereo not given)
  A: -1; B: -4; C: -14%; D: -1.0; E: ?; F: -1.3; G: -10%; H: -2%; I: 3
Cn1cnnc1SCc1ccc(C(=O)NN)cc1
  A: 3; B: /; C: -1%; D: 0.7; E: -9%[57.1 µM]; F: /; G: -5%[57.1 µM]; H: 3%; I: 5
Cc1sc2ccccc2c1CNC[C@H]1O[C@@H](n2cnc(C(N)=O)n2)[C@H](O)[C@@H]1O
  A: -3; B: /; C: -1%; D: /; E: 1%; F: /; G: 5%; H: -17%; I: /
COc1ccccc1CNC(=O)CN1C(=O)CCCc2ccccc21
  A: 2; B: /; C: 3%; D: -0.4; E: -5%; F: 0.3; G: -6%; H: -8%; I: -9
CCSc1nnc2ccc(-c3ccco3)nn12
  A: 1; B: -10; C: -5%; D: 0.5; E: 22%; F: 0.7; G: 5%; H: -25%; I: 2
CC1CCCCC1NC(=O)C(Cc1ccccc1)NS(=O)(=O)c1cccs1 (stereo not given)
  A: -1; B: 10; C: 7%; D: -0.1; E: 14%; F: -0.5; G: 5%; H: ?; I: -1
Nc1ccc2c(c1Br)Cc1ccccc1-2
  A: 4; B: /; C: -10%; D: /; E: -17%; F: /; G: 11%[57.1 µM]; H: -11%; I: /
Cc1cc(CN(C)Cc2cn(C)nc2-c2ccc(Oc3ccccc3)cc2)on1
  A: 1; B: -6; C: 0%; D: -0.4; E: 3%; F: 1.9; G: -11%; H: -16%; I: -3
COc1ccc(C(=O)NC(=S)NC2CCCCC2)cc1
  A: -1; B: 8; C: 0%; D: 1.5; E: ?; F: -0.8; G: 1%; H: -26%; I: 5
O=C(CC1(O)C(=O)N(Cc2ccc3c(c2)OCO3)c2ccccc21)c1ccccc1 (stereo not given)
  A: 0; B: -2; C: 2%; D: -0.7; E: -11%; F: 0.0; G: -13%; H: 4%; I: -1
CC(C)C(=O)Nc1c(C(=O)N2CCN(c3ncccn3)CC2)oc2ccccc12
  A: -5; B: 9; C: 7%; D: 0.0; E: 2%; F: 0.4; G: 2%; H: ?; I: -7
COC(=O)C1=C(C(=O)OC)[C@@H]2N(C)c3ccc(OC)cc3[C@@]23C[C@@H](C(=O)OC)N(S(=O)(=O)c2ccc([N+](=O)[O-])cc2)C3=N1
  A: -2; B: 5; C: 11%; D: -0.4; E: 34%; F: 0.8; G: 5%; H: -22%; I: -12
CCc1ccc(-n2c(=O)c3c4c(sc3n(CC(=O)N3CCCCC3CC)c2=O)CCC4)cc1 (stereo not given)
  A: -2; B: /; C: -2%; D: -2.2; E: 13%; F: -1.4; G: 4%; H: -3%; I: -2
O=C(COC(=O)c1ccc([N+](=O)[O-])s1)Nc1cccc(S(=O)(=O)NC2=NCCCCC2)c1
  A: -3; B: 7; C: -3%; D: 0.2; E: -13%; F: -1.2; G: -4%; H: ?; I: -2
COc1ccccc1N(CC(=O)NCCSc1ccccc1)S(=O)(=O)c1ccccc1
  A: 0; B: /; C: -4%; D: /; E: 8%; F: /; G: -2%; H: -16%; I: /
Cc1cccc(-c2n[nH]c(=S)n2-c2ccccc2)c1[N+](=O)[O-]
  A: -1; B: -22; C: 0%; D: 0.6; E: ?; F: 0.1; G: 4%; H: -20%; I: 3
CCSc1nc2sc3c(c2c(=O)[nH]1)CCCC3
  A: -2; B: 4; C: 18%; D: -0.6; E: 23%; F: -0.1; G: 11%[0.457 µM]; H: -20%; I: -2
c1ccc(NC2=Nc3ccccc3CC2)cc1
  A: 1; B: -11; C: 5%; D: -0.3; E: -11%; F: -0.7; G: -5%; H: -2%; I: -8
CCCOc1ccccc1NC(=O)/C=C/C(N)=O
  A: 4; B: 3; C: 1%; D: 0.1; E: 13µM*; F: 1.8; G: 8%; H: -6%; I: 7
COc1ccc(OCc2nnc(SCC(=O)NC3CCCCC3)o2)cc1
  A: 0; B: -3; C: 3%; D: -1.2; E: 20%[0.0914 µM]; F: -1.9; G: 8%[57.1 µM]; H: -17%; I: 16
COc1cc2c(cc1OC)C(COc1cc(C)cc(C)c1)N(C(=O)C(C)(C)C)CC2 (stereo not given)
  A: -6; B: /; C: -3%; D: -0.2; E: 8%[57.1 µM]; F: /; G: 1%[57.1 µM]; H: ?; I: 1
CCN1CCN(C(=O)c2ccc(Cn3c(=O)[nH]c4cc(OC)c(OC)cc4c3=O)cc2)CC1
  A: -4; B: 13; C: 3%; D: 0.2; E: -26%; F: 0.4; G: 13%; H: -6%; I: 0
COc1ccc(N(CC(=O)NCc2cccs2)S(=O)(=O)c2cccnc2)cc1
  A: 5; B: 3; C: 0%; D: -0.2; E: 13%[57.1 µM]; F: -0.4; G: 5%[57.1 µM]; H: -2%; I: -2
Cc1ccccc1C(=O)O[C@H]1[C@H](Cc2ccccc2)NS(=O)(=O)[C@H]2CC3C=C[C@]12O3
  A: 0; B: /; C: -6%; D: /; E: -2%&8%; F: /; G: -5%&-5%; H: 13%; I: /
CCCSC(=O)N(CC)CC(=O)Nc1c(CC)cccc1CC
  A: 2; B: -3; C: 4%; D: -0.4; E: 15%; F: 1.5; G: 9%; H: -20%; I: -15
COc1ccc(CCNc2cc(N3CCN(C(=O)c4ccc(C)cc4)CC3)ccc2[N+](=O)[O-])cc1OC
  A: /; B: 15; C: /; D: -2.8; E: /; F: -0.7; G: /; H: /; I: 3
CC1=NN(Cc2ccccc2)C(=O)C1C(c1ccccc1)C(C#N)C#N (stereo not given)
  A: 25; B: -3; C: 1%; D: 0.9; E: ?; F: 1.1; G: 0%; H: -7%; I: 4
CCOC(=O)N(O)c1ccc(C=Cc2ccccc2)cc1
  A: 4; B: /; C: 5%; D: /; E: 4%[11.4 µM]; F: /; G: 2%[57.1 µM]; H: -21%; I: /

4 of the compounds above, with two lines to a compound:
Results follow in this order: PI4K2A block | D2 antag | mIDH1 inhibitor | TRHR agonist | rTrxR1 inhibitor | D2 agonist | TrxR1 substrate | USP1-UAF1 inh | TRHR PAM
- c1ccc(NC2=Nc3ccccc3CC2)cc1
    1 | -11 | 5% | -0.3 | -11% | -0.7 | -5% | -2% | -8
- CCCOc1ccccc1NC(=O)/C=C/C(N)=O
    4 | 3 | 1% | 0.1 | 13µM* | 1.8 | 8% | -6% | 7
- COc1ccc(OCc2nnc(SCC(=O)NC3CCCCC3)o2)cc1
    0 | -3 | 3% | -1.2 | 20%[0.0914 µM] | -1.9 | 8%[57.1 µM] | -17% | 16
- COc1cc2c(cc1OC)C(COc1cc(C)cc(C)c1)N(C(=O)C(C)(C)C)CC2 (stereo not given)
    -6 | / | -3% | -0.2 | 8%[57.1 µM] | / | 1%[57.1 µM] | ? | 1
